Screening data from PubChem BioAssay.
Menin MLL FP TR – qHTS Assay for Inhibitors Targeting the Menin-MLL Interaction in MLL Related Leukemias: Competition With Texas Red Labeled MLL-derived Mutant Peptide | O00255 | Menin + Texas Red MLL mutant peptide, fluorescence polarization | Potency, µM (highest dose often 61.6 µM), inactives show top-dose FP activity change, negative = inhibition, actives largely listed as inhibitors | 270,000 tested, 0.23% active | AID 1768, 2009; active = well fitted inhibition curve with a large enough effect in the polarisation, with a control signal flat, not every such curve was filed as active; inconclusive = small, poorly fitted or top-dose-only effect, or effect the other way, or a change in a side signal; inactive = no such curve, though single readings can be large or run the other way; the % refers to the polarisation; note: potency is the fitted concentration of half-maximal effect; % of control where 0% means no effect; many of its hits are not listed in these tables
Target sequence (O00255 whole entry, looked up): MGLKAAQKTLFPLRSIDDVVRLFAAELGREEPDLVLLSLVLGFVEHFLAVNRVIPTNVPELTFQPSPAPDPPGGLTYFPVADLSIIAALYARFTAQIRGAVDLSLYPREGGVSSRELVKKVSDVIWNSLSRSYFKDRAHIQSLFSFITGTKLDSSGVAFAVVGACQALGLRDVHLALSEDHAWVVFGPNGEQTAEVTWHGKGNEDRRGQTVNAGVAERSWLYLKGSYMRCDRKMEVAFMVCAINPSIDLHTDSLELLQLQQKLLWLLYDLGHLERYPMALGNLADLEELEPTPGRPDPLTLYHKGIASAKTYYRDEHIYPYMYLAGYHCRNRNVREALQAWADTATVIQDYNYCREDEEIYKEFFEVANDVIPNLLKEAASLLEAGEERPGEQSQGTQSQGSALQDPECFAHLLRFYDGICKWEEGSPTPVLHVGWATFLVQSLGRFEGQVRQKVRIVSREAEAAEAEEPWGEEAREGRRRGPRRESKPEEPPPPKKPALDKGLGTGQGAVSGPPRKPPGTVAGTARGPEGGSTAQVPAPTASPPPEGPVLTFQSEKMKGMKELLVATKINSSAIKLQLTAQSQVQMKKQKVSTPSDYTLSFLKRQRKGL
FBPA coupling cs – qHTS Assay for Inhibitors of Fructose-1,6-bisphosphate Aldolase from Giardia Lamblia: Coupling assay counterscreen; coupling enzyme system counterscreen, AmpLite Red fluorescence; activity change, negative = inhibition, % at 58.2 µM, hits read low; 290,000 tested, 0.67% active; AID 2472, 2010; in the data active = activity change below about -30%; note: % is set by controls: 0 for no effect and ±100 for the full control effect
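Coupling enzymes only (glyceraldehyde-3-phosphate) + compound, at 57.5 uM final, 10 min RT; add substrate/coupling/AmpLite Red mix, 20 min RT; fluorescence ex 525/em 598 nm. Actives flag coupling-system interference.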
* marks the source's active call; other numbers are inactive results; u = inconclusive; & = joins results of further samples; [ ] = remark or other dose.

Structure	Menin MLL FP TR	FBPA coupling cs
CC(C)[C@@H](OCc1ccccc1)[C@H](C)/C=N\OC[C@@H](O)[C@@H]1O[C@@H]2OC(C)(C)O[C@@H]2[C@H]1O	7.9%[11.7 µM]	-0.7
C=CC[C@@H]1C=C[C@H](ON=C(C)C)[C@H](CO)O1	-14.3%[11.7 µM]	0.3
CN(C)C(=O)c1ccc(-c2ccc3ncnc(Nc4ccccc4)c3c2)cc1	13.6%	-0.4
CN(C)c1ccc(-c2nc(-n3ccnc3)c3ccccc3n2)cc1	u	0.1
COc1ccc(-c2nc3cnc(N4CCOCC4)nc3n(CCc3ccccc3)c2=O)cc1	0.2%	3.3
CCCCCC(=O)/C=C/[C@@H]1[C@@H](C/C=C\CCCC(=O)O)[C@@H](O)C[C@H]1O	-5.8%	3.3
CC[C@H](C)[C@H](NC(=O)[C@H](C)NC(=O)[C@@H](N)C(C)C)C(=O)N[C@H](C(=O)N[C@H](C(=O)N[C@@H](CC(C)C)C(=O)N[C@H](C(=O)N[C@@H](CCCCN)C(=O)O)C(C)C)C(C)C)[C@@H](C)O	u	3.4
C[N+]1(C)C[C@@H](O)C[C@@H]1C(=O)[O-]	8.8%[24.8 µM]	-0.4
O=c1c(-c2cccs2)nc2cnc(N3CCNCC3)nc2n1Cc1cccs1	10.4%	3.1
C=C[C@@H](C)[C@](C)(O)c1ccccc1	14.1%	1.6
Nc1nc2nc(Cl)[nH]c2c(=O)[nH]1	2.3%	3.3
COC(=O)N[C@H](C[N+](=O)[O-])C(C)(C)C	-1.5%	-1.3
CCCCC1=CC2=CC(=O)C(C)(OC(=O)c3ccc(Cl)nc3)C(=O)C2=CO1 (stereo not drawn)	-2.3%	0.3
CN1CCc2cc3c(cc2[C@@H]1[C@@H]1C(=O)Oc2c1ccc1c2OCO1)OCO3	-17.0%[24.8 µM]	-4.7
Cc1cccc(CNc2nc(-c3ccoc3)nc3ccccc23)c1	7.4%	-2.0
O=C(c1csnn1)N1CCC[C@@]2(CCN(c3cccc(-c4ccccc4)c3)C2)C1	14.0%	-2.4
COC(=O)N[C@@H](c1cccc(C)c1)C(C(C)=O)C(=O)OC (stereo partly drawn)	0.8%	2.7
COc1ccc(COC(=O)N/N=C2/C[C@@H](O)[C@@H](O)[C@@H]3[C@@H]4C(=O)N([C@@H](C)c5ccccc5)C(=O)[C@H]4CC[C@H]23)cc1	-1.3%[11.7 µM]	3.9
CC1CCC2C(=O)OC(CO)CN2C1c1ccc(Br)cc1 (stereo not drawn)	-8.3%[11.7 µM]	-3.0
COc1ccc2c3c1OC1CC(O)C=C[C@@]31CCN(C)C2 (stereo partly drawn)	-8.7%	2.9
COCCNc1cc(-c2c(C)noc2C)ncn1	-2.8%	0.3
N#CCCn1c(=O)c(-c2cccs2)nc2cnc(OCc3ccccc3)nc21	0.0%	1.0
O=C(O)Cc1cccc(OCCCN(Cc2cccc(C(F)(F)F)c2Cl)CC(c2ccccc2)c2ccccc2)c1	85.6%[activator]	6.3
Cc1cnc(CNc2ncncc2-c2ccc(N(C)C)cc2)cn1	-12.9%	-14.6
COc1ccc(Oc2ncc3nc(-c4cccs4)c(=O)n(-c4ccccc4)c3n2)cc1	-0.2%	-0.7
COc1ccc(-c2nc3cnc(Nc4cccc(OC)c4)nc3n(Cc3cccs3)c2=O)cc1	u	2.2
COc1ccccc1-c1cncnc1NCCc1cnc[nH]1	-14.1%	-3.2
CC(=O)N1CCC2(CC1)CN(Cc1cc(C(F)(F)F)cc(C(F)(F)F)c1)C2	-13.5%	-1.5
COc1ccccc1CNc1ncnc2ccc(-c3ccoc3)cc12	u	1.8
COc1cccc(-c2cncnc2NCCN2CCOCC2)c1	10.6%	0.2
O=c1c(-c2cccc(Cl)c2)nc2cncnc2n1-c1ccccc1	-0.5%	1.5
CCCCC/C=C\C/C=C\C/C=C\C/C=C\CCCC(=O)O[C@@H](CO)COCCCCCCCCCCCCCCCC	-9.1%	0.8
O=C1c2ccccc2C(=O)c2c(O)ccc(O)c21	-3.6%	-16.9
COc1cccc([C@@H]2Oc3ccc(OC)cc3/C(=N/O[C@@H](C)CN3CCCCc4nc(C)c(C)cc43)[C@@H]2O)c1	-8.4%[11.7 µM]	0.1
COc1ccc(-c2cc(=O)c3c(O)cc(O[C@@H]4OC(COC5OC(C)C(O)C(O)[C@@H]5O)C(O)C(O)C4O)cc3o2)cc1 (stereo partly drawn)	-20.9%	0.7
CC[C@@H](C(=O)[C@@H](C)[C@@H](O)[C@H](C)CCc1ccc(C)c(O)c1C(=O)O)C1O[C@](CC)(C2CC[C@](O)(CC)[C@H](C)O2)C[C@@H]1C (stereo partly drawn)	14.1%	3.5
N#Cc1cccc(-c2cncnc2NCc2cccnc2)c1	0.6%	3.2
COc1cccc(Nc2ncc3nc(CCc4ccccc4)c(=O)n(C[C@H]4CCCO4)c3n2)c1	2.5%	-5.1
CC1C(=O)OC2CC34C5CC(C(C)(C)C)C36C(OC(=O)C6O)OC4(C(=O)O5)C21O (stereo not drawn)	-1.7%[24.8 µM]	0.1
COc1ccc(C(=O)N2CCC[C@@]3(CCN(C(=O)Nc4cccc(F)c4)C3)C2)cc1	5.3%	0.7

Some of the entries above in a different format.
Value order: Menin MLL FP TR | FBPA coupling cs
> COc1ccc(Oc2ncc3nc(-c4cccs4)c(=O)n(-c4ccccc4)c3n2)cc1
  -0.2% | -0.7
> COc1ccc(-c2nc3cnc(Nc4cccc(OC)c4)nc3n(Cc3cccs3)c2=O)cc1
  u | 2.2
> COc1ccccc1-c1cncnc1NCCc1cnc[nH]1
  -14.1% | -3.2
> CC(=O)N1CCC2(CC1)CN(Cc1cc(C(F)(F)F)cc(C(F)(F)F)c1)C2
  -13.5% | -1.5

Carrying on.
Structure	Menin MLL FP TR	FBPA coupling cs
C=CCC(C)(O)c1ccco1 (stereo not drawn)	-0.7%	4.4
O=S(=O)(c1ccccc1)N1CCC2(CCCN(Cc3ccccc3)C2)CC1	-4.0%	0.2
Cc1cccc([C@H]2[C@@H]3C=CC(C)C[C@@H]3C(=O)N2Cc2ccccc2)c1 (stereo partly drawn)	-20.0%[94.6 µM]	4.2
O=C1CCCC=C1[C@H](CCc1ccccc1)OC(=O)c1ccc(Br)cc1	-10.0%[11.7 µM]	3.4
Cn1c(=O)c(-c2ccccc2)nc2cnc(N3CCOCC3)nc21	2.2%	1.4
C[C@@H](CCCCC(=O)Nc1ccc(C(F)(F)F)cc1)NCCc1cnc[nH]1	-5.3%[24.8 µM]	2.6
CC1Nc2ccc(Cl)cc2S(=O)(=O)N1 (stereo not drawn)	0.7%	0.6
CCNc1ncc2nc(-c3cccs3)c(=O)n(CCC#N)c2n1	-20.3%	0.3
CSCC[C@H](NC(=O)[C@@H]1CCCN1C(=O)[C@H](CCCN=C(N)N)NC(=O)[C@H](CC(C)C)NC(=O)[C@@H]1CCCN1C(=O)[C@@H](NC(=O)[C@@H](N)CCC(N)=O)C(C)C)C(=O)N[C@H](C(=O)N[C@@H](Cc1ccc(O)cc1)C(=O)N[C@@H](CCCCN)C(=O)O)[C@@H](C)O	-4.0%	2.2
O=C1[C@H]2O[C@@H]2[C@@H](O)[C@H]2[C@H]1CCn1c(=O)n(Cc3cc4c(cc3Cl)OCO4)c(=O)n12	2.3%[11.7 µM]	-0.1
Cc1nc2cnc(N3CCNCC3)nc2n(C2CC2)c1=O	1.0%	-0.9
CC(=O)OC[C@@H]1O[C@H](C/C=N\OC[C@@H](C)[C@H](OCc2ccccc2)C(C)C)C=C[C@@H]1OC(C)=O	-6.6%[11.7 µM]	1.8
O=c1c(-c2ccc(F)cc2)nc2cnc(N3CCNCC3)nc2n1C1CC1	-6.8%	2.3
Cn1c(=O)c(CCc2ccccc2)nc2cnc(OCc3ccccc3)nc21	0.2%	2.8
CCCCCC(=O)/C=C/C=C\C/C=C\C/C=C\CCCC(=O)O	0.1%	0.3
COc1ccc(NC(=O)N2CCC3(CC2)CCN(C(=O)c2cccn2C)CC3)cc1	-0.2%	0.9
COC(=O)C1=C(C)N(Cc2ccccc2)C2=C(C(C)=O)C[C@@](O)(C(=O)OC)C(=O)N2C1c1ccccc1 (stereo partly drawn)	13.2%&5.7%[11.7 µM]	0.9&-0.1
CCCCC[C@H](O)/C=C/[C@H]1OC(O)C[C@H](O)[C@@H]1C/C=C\CCCC(=O)O (stereo partly drawn)	u	-1.7
CC(=O)O[C@H]1C2=C(C(=O)[C@H]3O[C@@H]31)[C@@H]1[C@@H]3[C@@H](C)OC=C4[C@H](O)[C@H]5O[C@@H]5C(=O)[C@]43C2O[C@H]1C	-9.5%[11.7 µM]	0.5
CC1(O)C(=O)C=C2C=C3CCCN3C=C2C1=O (stereo not drawn)	-19.1%[11.7 µM]	-7.6
CO[C@H]1COC(=O)C/C=C\[C@H](C)[C@H](OC)COC(=O)[C@@H](C)NC(=O)C/C=C\[C@@H]1C	-6.5%[11.7 µM]	-0.4
CCOc1cccc(C(=O)c2ccc(O)c(O)c2O)c1	u	-21.7
CC(C)C[C@H](NC(=O)[C@H](Cc1c[nH]c2ccccc12)NC(=O)[C@H](CCCCN)NC(=O)CNC(=O)[C@H](CC(C)C)NC(=O)[C@H](CO)NC(=O)[C@@H](N)Cc1cnc[nH]1)C(=O)NCC(=O)N[C@@H](Cc1cnc[nH]1)C(=O)N1CCC[C@H]1C(=O)N[C@@H](CC(=O)O)C(=O)N[C@@H](CCCCN)C(=O)N[C@@H](Cc1ccccc1)C(=O)O	5.8%	0.5
Cc1nc2cnc(Nc3ccccc3)nc2n(CCc2ccccc2)c1=O	-11.7%	5.5
O=C(c1csnn1)N1CCC2(CC1)CN(c1ccncc1)C2	-7.2%	1.4
C=CN1CCCC1=O	-5.5%	0.9
CC(=O)NCCNc1nc(-c2cccc(C#N)c2)nc2ccccc12	-19.1%	-1.0
Nc1nc2c(nc(Br)n2[C@@H]2O[C@H]3COP(=O)(O)O[C@H]3[C@@H]2O)c(=O)[nH]1	-13.3%[24.8 µM]	1.2
Cc1ccc(S(=O)(=O)N2CCC(=O)N([C@H](COCc3ccccc3)Cc3ccccc3)CC2)cc1	-10.2%	-2.7
N=c1ccn2c(n1)OCC1C2O[C@@H](O)[C@H]1O (stereo partly drawn)	-0.9%	-0.1
CN1CCN(c2ncc3nc(-c4ccc(Cl)cc4)c(=O)n(C)c3n2)CC1	-1.4%	2.1
c1cn(-c2ncnc3ccc(-c4ccoc4)cc23)cn1	25.7%	2.3
CC[C@H](C)[C@H](NC(=O)[C@H](CC(=O)O)NC(=O)[C@H](CC(C)C)NC(=O)[C@H](Cc1cnc[nH]1)NC(=O)[C@H](C)NC(=O)[C@H](Cc1ccccc1)NC(=O)[C@H](Cc1ccc(O)cc1)NC(=O)[C@@H](NC(=O)[C@H](C)NC(=O)[C@H](CCC(=O)O)NC(=O)[C@H](CCC(=O)O)NC(=O)[C@H](CC(=O)O)NC(=O)CCC(=O)O)C(C)C)C(=O)N[C@H](C(=O)N[C@@H](Cc1c[nH]c2ccccc12)C(=O)O)[C@@H](C)CC	-3.3%	2.9
COc1ccccc1CNc1ncnc2ccc(-c3cccc(NS(C)(=O)=O)c3)cc12	23.3%	-1.8
COCCn1c(=O)c(-c2ccc(Cl)cc2)nc2cnc(OC)nc21	15.4%	-3.7
CCCCC[C@H](O)/C=C/C=C\CCCCCCCC(=O)O	-1.6%	4.7
COC(=O)C1=CO[C@@H](C)[C@@H]2CN3CCc4c([nH]c5ccccc45)[C@@H]3C[C@H]12	-13.0%	-31.3*
COC(=O)NC(c1ccccc1)[C@]1(C(C)=O)CCCC1=O (stereo partly drawn)	2.8%[11.7 µM]	2.6
COCC1=C2c3ccccc3[C@@H]3CNC(=O)C3(C(=O)OC)C[C@@H]2n2c(=O)n(-c3ccccc3)c(=O)n2C1 (stereo partly drawn)	7.7%&-2.6%	0.6&-1.9
COc1ccc(C[C@H](N)C(=O)N[C@@H]2[C@H](O)[C@H](n3cnc4c(N(C)C)ncnc43)O[C@@H]2CO)cc1	5.6%[24.8 µM]	2.3

Some of these compounds in order of their number in Menin MLL FP TR, low to high.
| mol | Menin MLL FP TR |
| --- | --- |
| COC(=O)C1=CO[C@@H](C)[C@@H]2CN3CCc4c([nH]c5ccccc45)[C@@H]3C[C@H]12 | -13.0% |
| C=CN1CCCC1=O | -5.5% |
| COc1ccccc1CNc1ncnc2ccc(-c3cccc(NS(C)(=O)=O)c3)cc12 | 23.3% |

The results go on:
Structure	Menin MLL FP TR	FBPA coupling cs
O=C(c1csnn1)N1CCC[C@@]2(CCN(c3ccccc3)C2)C1	1.1%	-0.6
C[C@@H](c1ccccc1)N1C(=O)[C@H]2[C@@H]3[C@H](O)[C@H](O)CC(=O)[C@H]3CC[C@H]2C1=O	10.7%&2.9%[11.7 µM]	0.6&-0.2
COc1ccccc1CCn1c(=O)c(-c2cccc(Cl)c2)nc2cncnc21	14.6%	0.4
CS(=O)(=O)Nc1cccc(-c2ccc3ncnc(NCCN4CCOCC4)c3c2)c1	-2.1%	-0.1

This is a subset (hit frequency here may not be typical).
